PAFAH2 inh – inhibitors of human PAFAH2. recombinant PAFAH2, FP-rhodamine activity probe, fluorescence polarization. inhibition, % at 3.39 µM. 0.99% of 340,000 active;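 active = inhibition above the mean over all tested compounds plus 3 SD, cut at about 30% in these data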;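 also: inhibitors block probe labeling of enzyme so polarization drops; 0% = enzyme with DMSO and 100% = wells lacking PAFAH2 protein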
PME-1 primary – PME-1 (human) inhibition. 0.53% of 320,000 active. inhibition, % at 5.9 µM. recombinant PME-1, FP-Rh probe fluorescence polarization. Q9Y570;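 active = inhibition above the campaign mean of all compounds plus 3 SD, cut at about 26% in these data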;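 also: competitive labeling of PME-1 active site by serine hydrolase directed probe; 0% = PME-1 with DMSO and 100% = wells lacking PME-1 enzyme; inhibitors block probe labeling so polarization falls and inhibition rises; many of its hits are not listed in these tables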
Target sequence (Q9Y570 whole entry, looked up): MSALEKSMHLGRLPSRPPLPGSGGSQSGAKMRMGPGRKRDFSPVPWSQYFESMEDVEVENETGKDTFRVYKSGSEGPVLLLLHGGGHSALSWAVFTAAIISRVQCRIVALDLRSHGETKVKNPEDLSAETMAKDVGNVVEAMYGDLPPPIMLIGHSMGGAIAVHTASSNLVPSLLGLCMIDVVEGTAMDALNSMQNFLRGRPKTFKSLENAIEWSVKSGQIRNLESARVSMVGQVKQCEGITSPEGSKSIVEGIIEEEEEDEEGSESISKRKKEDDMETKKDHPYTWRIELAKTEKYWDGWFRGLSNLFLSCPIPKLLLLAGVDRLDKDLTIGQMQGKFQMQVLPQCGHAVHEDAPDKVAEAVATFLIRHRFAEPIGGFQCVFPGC
PAFAH1B2 inh – PAFAH1B2 (human) inhibition. recombinant PAFAH1B2, FP-rhodamine activity probe, fluorescence polarization. inhibition, % at 3.39 µM. 1.2% of 340,000 active;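 active = inhibition above the mean of all tested compounds plus 3 SD, cut at about 24% in these data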;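 also: 0% = enzyme with DMSO and 100% = wells lacking PAFAH1B2; many of its hits are not listed in these tables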
GSTO1 inh – counter-screen for RBBP9 inhibitors: inhibitors of human GSTO1. inhibition, % at 5.96 µM. 1.1% of 300,000 active. AID 1974. recombinant GSTO1, activity-based probe fluorescence polarization;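 active = inhibition above the campaign mean inhibition plus 3 SD, cut at about 35% in these data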;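 also: 0% = GSTO1-1 with DMSO and 100% = wells lacking GSTO1-1 enzyme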
Target sequence (P78417 whole entry, looked up): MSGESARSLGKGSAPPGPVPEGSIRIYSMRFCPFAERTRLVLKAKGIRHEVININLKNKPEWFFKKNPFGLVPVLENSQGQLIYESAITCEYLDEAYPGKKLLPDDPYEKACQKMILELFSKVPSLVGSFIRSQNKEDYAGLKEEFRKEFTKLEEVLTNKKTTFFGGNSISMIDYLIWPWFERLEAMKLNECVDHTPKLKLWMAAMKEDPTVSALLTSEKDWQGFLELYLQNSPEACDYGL
PAFAH1B3 inh – blocks human PAF acetylhydrolase 1B catalytic subunit 3; inhibition, % at 3.39 µM; AID 492972; 0.28% of 340,000 active; recombinant PAFAH1B3, FP-rhodamine probe, fluorescence polarization;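 active = inhibition above the screen-wide average of all tested compounds plus 3 SD, cut at about 25% in these data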;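 also: 0% = enzyme with DMSO only and 100% = wells lacking PAFAH1B3 protein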
PAD4 inh – inhibitors of human PAD4; inhibition, % at 6.36 µM; recombinant PAD4, RCA probe fluorescence polarization; AID 485272; 0.41% of 330,000 active; Q9UM07;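 active = percent inhibition above a cutoff equal to the mean of all tested compounds plus 3 SD, cut at about 15% in these data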;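 also: 0% = PAD4 with RCA probe and DMSO and 100% = probe without PAD4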
LYPLA1 counter – LYPLA1 (human) inhibition in PME1 counter-screen | O75608 | recombinant LYPLA1, FP-Rh probe fluorescence polarization | inhibition, % at 5.9 µM | 0.16% of 320,000 active | AID 2174;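 active = inhibition above the mean of all tested compounds plus 3 SD, set per campaign, cut at about 14% in these data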;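 also: inhibitors block serine hydrolase probe labeling of LYPLA1 so polarization falls; 0% = enzyme with DMSO and 100% = wells lacking LYPLA1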
pPAFAH FP inh – pPAFAH (human) enzyme inhibition; 1.5% of 330,000 active; Q13093; inhibition, % at 3.39 µM; recombinant pPAFAH, FP-rhodamine probe fluorescence polarization;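 active = inhibition above the mean inhibition across the screen plus 3 SD, cut at about 25% in these data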;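 also: inhibitors block binding of the rhodamine activity-based probe so polarization drops; 0% = enzyme with DMSO and 100% = wells lacking pPAFAH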
Target sequence (Q13093 whole entry, looked up): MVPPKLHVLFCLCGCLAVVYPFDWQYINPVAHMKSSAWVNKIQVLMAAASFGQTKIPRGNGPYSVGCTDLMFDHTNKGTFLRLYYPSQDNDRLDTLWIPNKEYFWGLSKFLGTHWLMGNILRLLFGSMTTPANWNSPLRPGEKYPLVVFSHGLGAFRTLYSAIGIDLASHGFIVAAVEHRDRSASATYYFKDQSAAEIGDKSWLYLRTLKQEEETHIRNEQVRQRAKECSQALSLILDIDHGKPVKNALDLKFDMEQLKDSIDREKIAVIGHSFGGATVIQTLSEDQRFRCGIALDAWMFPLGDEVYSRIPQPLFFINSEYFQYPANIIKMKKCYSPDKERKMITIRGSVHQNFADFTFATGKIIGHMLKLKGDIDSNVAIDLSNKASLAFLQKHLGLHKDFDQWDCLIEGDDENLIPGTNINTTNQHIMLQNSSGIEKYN
Fam108B inh – Fam108B inhibition, counter-screen for RBBP9 inhibitors; recombinant Fam108B, FP-Rh probe fluorescence polarization; inhibition, % at 9.51 µM; 0.33% of 300,000 active;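 active = inhibition above the screen mean inhibition plus 3 SD, computed separately per campaign, cut at about 18% in these data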;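 also: inhibitors lower polarization as less probe binds the enzyme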
* hit, by the source's call; nt = no result given. Only part of the results is shown (hit frequency here may not be typical).

SMILES	PAFAH2 inh	PME-1 primary	PAFAH1B2 inh	GSTO1 inh	PAFAH1B3 inh	PAD4 inh	LYPLA1 counter	pPAFAH FP inh	Fam108B inh
COc1ccc(OCC(=O)O/N=C(\N)Cc2ccc(Cl)cc2Cl)cc1	-1.0	-2.8	15.6	3.2	0.1	-0.6	0.7	4.5	-1.6
COc1ccc(CNc2nc3nc(C)cc(C)n3n2)cc1OC	-4.5	0.0	2.7	5.2	-6.0	0.6	1.7	1.2	3.1
COC(=O)c1cccc(N2CCCC2=O)c1	-4.9	3.5	-2.7	-4.8	4.5	-6.5	-1.1	-1.3	-1.9
O=C(Nc1ccc(S(=O)(=O)NC2=NCCCCC2)cc1)c1ccc(=O)[nH]c1	5.3	0.9	11.4	-4.6	1.5	0.3	2.8	0.2	3.3
COc1ccc(OC)c(C2C3=C(N=c4s/c(=C\c5cccc(O)c5)c(=O)n42)c2ccccc2CC3)c1 (centres undefined)	-18.9	-46.9	-12.9	-12.8	-24.9	0.6	-43.9	6.4	-15.9
CCc1ccc2c(c1)cc(CN(C(=S)Nc1ccccc1Cl)C1CC1)c1nnnn12	5.2	2.3	4.4	0.2	-2.2	0.2	5.5	-1.9	1.0
COc1ccc(Cc2cc(NCc3ccccc3)c3ncn(C(C)C)c3c2)cc1	6.6	nt	-2.4	nt	9.3	2.0	nt	23.5	nt
CCCCC1=CC2=CC(=O)C(C)(OC(=O)CCC(=O)OC)C(=O)C2=CO1 (centres undefined)	nt	-3.9	nt	7.6	nt	-7.3	2.4	38.6*	-1.3
CCc1[nH]c(C(=O)O)c(C)c1C(=O)OC	-4.2	0.7	5.8	7.5	-0.2	1.9	1.9	4.2	-1.9
O=C(COC(=O)C1CCN(c2ccc(C(F)(F)F)cn2)CC1)NCc1ccc(Cl)cc1Cl	6.7	-8.8	2.0	10.3	-0.1	0.2	-7.7	5.3	-5.6
N=c1c(S(=O)(=O)c2ccccc2)cc2c(=O)n3ccccc3nc2n1C1CCCC1	2.2	4.1	1.2	-4.4	3.5	-4.3	-3.3	5.3	-4.5
O=C(CN(Cc1cccs1)C(=O)CN1C(=O)COc2ccccc21)NCc1ccco1	-9.8	3.7	0.5	5.3	0.3	0.0	-0.1	1.0	2.0
CC(=O)Nc1ccc(NC(=O)C(C)OC(=O)CCC2CCCCC2)cc1 (centres undefined)	-1.3	1.7	1.5	-0.2	-1.6	-2.7	3.5	2.4	1.9
N#CC1(NC(=O)COC(=O)c2cc([N+](=O)[O-])ccc2N2CCOCC2)CCCCC1	2.9	1.4	2.2	-3.4	0.9	-3.7	-1.1	-0.4	-1.7
O=C(COc1ccc2c(C(F)(F)F)cc(=O)oc2c1)Nc1ccc(N2CCOCC2)cc1	-0.5	-4.9	-0.5	-0.5	1.9	-1.8	3.9	-1.4	-0.5
Cc1ccc(CN2CCN(/N=C/c3ccc(Cl)c([N+](=O)[O-])c3)CC2)cc1	3.2	0.3	11.8	-1.1	10.1	-3.7	1.6	2.9	-2.9
Nc1nc2ccccc2cc1-c1cccs1	7.8	-4.8	0.0	2.7	8.1	-2.3	-0.8	2.8	-4.6
COC(=O)c1sccc1NC(=O)c1ccc(OC)c(OC)c1	-0.2	-4.8	3.8	1.1	4.9	1.4	-1.8	-2.0	0.9
CC(C)(C)C(=O)Nc1cccc(-c2ncon2)c1	-4.2	0.7	-3.4	7.5	4.2	3.9	1.3	1.4	-0.7
Cc1ccccc1Nc1c([N+](=O)[O-])ccc2nonc12	8.0	0.4	4.8	-1.4	-1.4	-3.8	-1.7	6.3	1.8
COc1cc(C)nn1-c1ccc(Cl)cc1	-5.7	-1.2	1.8	-1.9	5.0	-4.5	0.9	-2.6	-2.4
Cc1nnc(SCC(=O)Nc2sc3c(c2C(N)=O)CCC(C)C3)[nH]c1=O (centres undefined)	0.2	-6.3	3.0	nt	-1.8	-4.2	-0.4	-2.6	nt
CCC(Sc1ncccn1)C(=O)Nc1cc(C)on1 (centres undefined)	-8.9	1.4	-1.4	1.0	-2.9	0.3	2.8	-2.5	-1.8
CC(NC(=O)COC(=O)CCC(=O)c1ccc(F)cc1)c1ccccc1 (centres undefined)	9.2	nt	5.2	nt	-5.1	4.1	nt	9.3	nt
O=C(CC(NCCN1CCOCC1)C(=O)O)Nc1cccc(Cl)c1 (centres undefined)	-0.9	0.1	-1.9	-7.9	1.7	-3.6	-1.8	-2.1	-6.9
(cont.)
SMILES	PAFAH2 inh	PME-1 primary	PAFAH1B2 inh	GSTO1 inh	PAFAH1B3 inh	PAD4 inh	LYPLA1 counter	pPAFAH FP inh	Fam108B inh
O=C(CSc1ccccc1)Nc1ccccc1C(=O)N1CCCC1	3.8	2.7	4.9	4.4	-4.0	-5.7	1.6	-2.5	0.1
COc1ccccc1NC(=O)Nc1nc(CC(=O)Nc2ccc(F)cc2)cs1	-16.9	16.4	-7.8	-1.9	3.0	-6.2	-11.8	10.1	6.8
CC(C)c1ccc(C2NC(=S)NC3=C2C(=O)CCC3)cc1 (centres undefined)	4.4	2.5	5.3	1.2	2.6	3.9	1.9	3.3	3.1
CCCn1c2ccccc2c2cn[nH]c(=O)c21	2.8	-3.6	2.5	-7.3	13.8	-0.9	-1.1	0.9	3.7
O=C(Nc1nc(-c2ccc(Cl)cc2)cs1)c1cccnc1	-3.5	-8.8	-1.2	1.6	-6.2	-1.3	-8.6	-3.4	-13.9
COCCN(Cc1cc2cc3c(cc2n2nnnc12)OCO3)C(=O)c1ccccc1F	-1.1	-6.0	0.5	1.5	5.2	-1.7	-0.9	4.0	2.6
COc1cccc(CNCC(O)COc2ccc(C(=O)c3ccccc3)cc2)c1 (centres undefined)	-2.2	-2.2	1.6	4.7	-5.3	2.0	-5.5	2.4	-3.9
Nc1ccc(Cc2ccccn2)cc1	3.2	4.4	2.8	0.8	-1.7	-2.5	4.9	4.4	1.5
COC(=O)c1ccccc1S(=O)(=O)N1CCC(C(=O)OCc2ccc([N+](=O)[O-])cc2)CC1	0.4	7.2	0.2	0.7	0.5	-2.0	4.0	1.2	-0.2
Cc1ccc(S(=O)(=O)NNC(=O)c2ccncc2)cc1	-3.6	5.5	1.3	4.8	3.0	-2.6	1.4	3.8	5.3
Cc1ccc(C(=O)OCC(=O)c2c[nH]c3ccccc23)cc1	22.2	-2.1	2.5	-2.2	-3.7	-7.5	-1.6	2.0	2.3
Nn1cnnc1N/N=C/c1cc([N+](=O)[O-])c(Cl)cc1Cl	8.7	-0.7	-0.5	34.5	2.3	-15.1	2.7	-1.1	-3.8
c1ccc2c3c([nH]c2c1)C1(CCCCC1)NCC3	-1.1	-1.5	12.0	2.7	2.0	3.8	-2.5	-0.6	0.4
CN1Cc2cc(C(=O)c3cc(Cl)cc(CSc4ncccn4)c3O)cnc2NC1=O	nt	2.7	nt	-8.3	nt	-3.9	-2.0	10.8	-12.0
CN(C(=O)c1coc(=O)c2ccccc12)c1ccc(Br)cc1	0.1	-1.9	8.8	0.5	-1.4	1.1	-2.1	3.0	-2.0
Cc1cccc(Oc2nc(CN3CCOCC3)nc3sc4c(c23)CCCC4)c1	-1.7	5.5	3.3	-6.3	2.0	1.0	0.7	31.5*	1.1
COC(=O)CCn1nnc(-c2ccc(C)cc2)n1	-0.1	-2.6	6.4	4.7	5.4	1.2	-3.5	0.6	-2.6
CCCCC(=O)Nc1ncc([N+](=O)[O-])s1	6.7	-0.7	1.4	0.6	-0.1	-6.6	-1.1	2.8	4.5
CC(=O)Nc1ccc(S(=O)(=O)NCc2nc(-c3ccccc3C)no2)cc1	7.0	0.0	-2.4	8.0	-6.3	0.5	-2.1	2.9	-5.8
c1ccc(-n2nnnc2Sc2n[nH]c(-c3ccncc3)n2)cc1	6.2	1.0	8.4	6.0	12.3	0.4	-2.0	1.7	-0.4
COc1ccc(CC(=O)OCC(=O)c2ccc(F)cc2)cc1	9.2	nt	10.5	nt	11.3	3.1	nt	5.6	nt
Cc1ccccc1NC(=S)N(CCN(C)C)C(C)c1ccccn1 (centres undefined)	-7.1	-10.0	3.3	-0.4	8.9	-1.3	-1.8	-6.3	-5.8
O=C(O)/C=C/C(=O)NNc1ccc([N+](=O)[O-])cc1	1.8	-4.8	4.9	-0.7	0.6	-1.9	-1.5	10.1	3.4
CSCC[C@H](N)C(=O)N1CCC(C(=O)N[C@H](C)C(=O)NC(C)c2ccccc2)CC1 (some centres undefined)	10.7	2.8	4.3	-1.0	3.8	0.6	1.0	5.2	-0.1
COc1ccc(CC(=O)Nc2nc(-c3ccc(F)c(F)c3)cs2)cc1	-23.0	-24.4	20.6	-7.8	-7.7	-3.4	-20.1	2.5	-19.6
The listing continues.
SMILES	PAFAH2 inh	PME-1 primary	PAFAH1B2 inh	GSTO1 inh	PAFAH1B3 inh	PAD4 inh	LYPLA1 counter	pPAFAH FP inh	Fam108B inh
COCCCNC(=O)c1cc(Sc2nnc(C)s2)nc2ccccc12	3.8	3.2	4.7	-0.8	9.2	1.0	0.9	3.0	-2.9
Cc1cccc(NC(=O)CSCC(=O)NCc2ccco2)c1	-4.2	3.7	0.5	4.2	-3.8	1.9	4.1	13.4	-0.8
COc1nc2c(c(-c3cc(Br)cs3)c1C#N)Cc1ccccc1-2	5.6	-0.9	3.3	2.8	3.2	1.3	-3.4	-4.5	1.2
Cc1ccc(NC(=O)Cn2ncc3c([nH]c4ccccc43)c2=O)cc1Cl	-33.5	-12.8	-23.3	0.9	-30.1	1.1	-5.4	-2.6	-38.6
Cc1nn(-c2ccccc2)c(C)c1N	-3.1	2.5	0.4	1.1	8.9	7.3	-1.7	1.9	-0.1
CCN1CCN(C(=O)/C(C#N)=C/c2ccc(OC(F)F)cc2)CC1	-5.5	-6.9	1.5	12.2	1.5	-0.2	3.1	1.8	-0.3
Cc1ccc(CNc2ccccc2C(=O)O)s1	2.4	6.0	19.7	7.0	1.5	-0.4	2.5	1.4	1.8
COc1ccc(CNC(=S)Nc2ccc(-c3ccccc3)cc2)cc1	2.2	-6.5	1.9	-0.2	8.6	-3.5	1.5	2.7	0.6
Cc1cc(NC(=O)c2ccc(C)c([N+](=O)[O-])c2)no1	-2.2	-39.0	-4.7	-2.1	6.3	9.4	0.0	-2.9	2.4
CC(=O)Cc1nsc(NC(=O)c2ccc(-c3ccc(Cl)cc3Cl)o2)n1	0.9	-3.5	3.8	-15.4	2.9	-3.4	-2.1	0.7	-3.9
CC(=O)C(C)Oc1ncn(-c2ccccc2)n1 (centres undefined)	3.5	-1.8	4.1	0.6	-1.5	2.6	1.0	3.0	-2.6
CCc1ccc(NC(=O)CSc2nc3ccsc3c(=O)n2CCC(=O)O)cc1	-2.7	6.7	-0.7	1.9	5.2	-6.9	0.9	-1.6	-5.0
c1ccc(-n2cc(CNCCc3cscn3)c(-c3ccc4c(c3)OCO4)n2)cc1	1.9	-0.9	1.8	-3.6	-3.3	2.9	-0.3	3.9	-0.6
CCOC(=O)c1sc(NC(=O)CSc2nnc(-c3ccc(OC)cc3)n2CCOC)nc1C	11.5	-2.2	10.3	5.8	15.2	-3.8	-0.7	-0.5	1.2
O=C(/C=C/c1c(Cl)cccc1Cl)NCCc1ccccc1	-3.5	-2.0	2.6	-0.6	3.6	-5.0	-0.5	-5.6	-0.5
COc1ccc(-c2sc3ccccc3c2C#Cc2cncn2C)cc1	5.4	nt	-0.7	nt	3.1	1.1	nt	12.5	nt
